# Bioassay records from PubChem BioAssay.
# b-catenin transl = beta-catenin nuclear translocation modulation; HeLa beta-catenin nuclear translocation, immunofluorescence imaging; 190,000 compounds, 0.3% hits; nuclear translocation activity, % at 5 µM; AID 1665;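 active = nuclear translocation activity above 50% at 5 µM, with a well cell count of 50 or more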;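 note: per-cell ratio of nuclear to cytoplasmic median beta-catenin stain intensity; plate controls were DMSO negative control for no effect and GSK-3 inhibitor IX positive control for full effect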
#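 Technique: fluorescence imaging of beta-catenin antibody stain plus DAPI / Material: human HeLa cell line / Incubation: compound treatment 24 h, 37°C, 5% CO2 / Read-out basis: % activation of per-cell nuclear versus cytoplasmic median beta-catenin signal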
# HEK293 NOD2/NF-kB = NOD2 signaling inhibitors, cell-based, luminescence, uHTS, HEK293 (AID 1566). 290,000 compounds, 0.63% hits. inhibition, % at 4 µM, or EC50 in µM where a hit was titrated. HEK293 NOD2/NF-kB luciferase reporter, luminescence; higher % means a stronger effect; in the data active = inhibition above about 50%; note: many of its hits are not listed in these tables
# Yfh1-off respiration = mitochondrial function rescue without frataxin homolog – Friedreich's ataxia, plus single-dose screen, dose response (AID 1465). S. cerevisiae Yfh1-off respiration, WST-1 reduction, 72 h; higher fold induction means a stronger effect. one-dose fold induction at 50 µM; EC50 in µM for titrated hits. 220,000 compounds, 0.074% hits;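 active = fold induction of absorbance versus untreated yeast above a set limit, then at least 30% activation at any dose in follow-up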;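 note: activators that raise dye reduction in frataxin-depleted yeast; strong numbers were not always called active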
# NOD1 inhibition = inhibition of NOD1-driven NF-kB reporter – cell-based, luminescence, uHTS, primary screen (AID 1578); NOD1-driven NF-kB luciferase reporter cells, luminescence; higher % means a stronger effect; one-dose inhibition, % at 4 µM; EC50 in µM for titrated hits; 290,000 compounds, 1% hits; in the data active = inhibition mostly above about 36%, no sharp cut-off; inactive = mostly below about 34%;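 note: HEK-293T reporter cells stimulated with the NOD1 agonist gamma-tri-DAP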
# Dynein cargo inh = dynein cargo transport inhibition | z-score, hits read low | 220,000 compounds, 0.47% hits | 3617.4 mouse cells, GR-EGFP nuclear translocation imaging; test concentration mostly 20 µM; stimulated with dexamethasone, 1 µM; stronger effect = lower value;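 active = plate z-score of nuclear minus cytoplasmic receptor signal below a set negative limit, without overly bright fluorescence or cell loss, cut at about -3.5 in these data, passing the limit was not always enough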;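 note: z-score of nuclear minus cytoplasmic ring GR-EGFP intensity difference per well; some compounds called inactive have numbers as strong as hits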
#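 Buffer or medium – tet-free medium with charcoal-stripped serum · Signal – automated 10x imaging of fixed Hoechst-stained cells · Also added – dexamethasone agonist, 1.0 µM final, for 30 min · Incubation – induction 48 h, compound 1 h, agonist 30 min · Read-out – GR-EGFP nuclear translocation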
# MT stabilize HCS = microtubule stabilization, imaging screen; HeLa tubulin immunostaining HCS, 24 h; share of cells brighter than vehicle mean+2SD; % tubulin-high responders, % at 10 µM; 200,000 compounds, 0.83% hits; AID 2205;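 active = plate Z-score above 3 for both tubulin-high and condensed-nucleus cell shares, with cell loss under 80%, at 10 µM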;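 note: anti alpha tubulin signal scored within the nucleus-defined area of each cell; some results filed as inactive read as strong as hits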
# Insulin prom up = MIN6 insulin promoter up-regulation; MIN6 insulin promoter-GFP reporter, high-content imaging; stronger effect = higher value; z-score at 5 µM; 190,000 compounds, 0.3% hits; AID 1625;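 active = z-score above 3 at 5 µM with at least 500 cells counted in the well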
# M17LAP inhibition = P. falciparum M17LAP inhibitors, primary screen, biochemical, fluorogenic H-Leu-NHMec substrate, 1536-well (AID 1619); recombinant M17LAP, H-Leu-NHMec fluorogenic kinetic assay; higher % means a stronger effect; inhibition, % at 30 µM, or IC50 in µM where a hit was titrated; 220,000 compounds, 0.38% hits;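 active = compound inhibiting the enzyme by more than half at any dose during confirmatory dose-response retesting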;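 note: plate controls were full reaction with DMSO carrier for no effect and no enzyme background for full effect; strong numbers were not always called active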
# Autophagy HCS = autophagy modulation, high-content screen; calls only at 10 µM (by protocol); MEF GFP-LC3 puncta imaging; test concentration mostly 10 µM; 190,000 compounds, 0.98% hits;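 active = percentage of spot-positive cells more than 3 SD above its plate mean, without a fluorescence outlier flag or 80% toxicity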;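 note: spot-positive cell cutoff set from DMSO-treated cells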
# Dynein cargo inh cytoplasmic EGFP = second read-out of Dynein cargo inh, no call of its own (marks repeat the call); z-score; measured here: cytoplasmic GR-EGFP intensity; stronger effect = higher value
# Dynein cargo inh nuclear GR-EGFP = second read-out of Dynein cargo inh, no call of its own (marks repeat the call); z-score; measured here: nuclear GR-EGFP intensity;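 lower value marks the stronger effect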
# Dynein cargo inh cell count = also measured in Dynein cargo inh; calls as there; z-score; measured here: cell count per field
# Insulin prom up cell count = recorded beside Insulin prom up, whose call it bears; cell count; measured here: cytotoxicity, nuclei count;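 total cells summed across four imaged fields per well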
# b-catenin transl cell count 5 µM = further read-out of b-catenin transl, marked with its call; cell count; measured here: cell count, cytotoxicity flag
# MT stabilize HCS Hoechst-high % = further read-out of MT stabilize HCS, marked with its call; % Hoechst-high responders; measured here: nuclear condensation Hoechst responders;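 share of cells brighter than vehicle mean plus two SD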
# MT stabilize HCS cytotoxicity % = also measured in MT stabilize HCS; calls as there; toxicity, %; measured here: cytotoxicity by cell density;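 0% = mean cell density of plate MIN control wells and 100% = no cells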
# Autophagy HCS cell loss 18 h = second read-out of Autophagy HCS, no call of its own (marks repeat the call); toxicity, %; measured here: cell loss, nuclei count;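 cell loss after 18 h compound exposure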
# * marks the source's active call; other numbers are inactive results; i = inactive; / = no result given.
# Order of results: b-catenin transl	b-catenin transl cell count 5 µM	HEK293 NOD2/NF-kB	Yfh1-off respiration	NOD1 inhibition	Dynein cargo inh	Dynein cargo inh cytoplasmic EGFP	Dynein cargo inh nuclear GR-EGFP	Dynein cargo inh cell count	MT stabilize HCS	MT stabilize HCS Hoechst-high %	MT stabilize HCS cytotoxicity %	Insulin prom up	Insulin prom up cell count	M17LAP inhibition	Autophagy HCS	Autophagy HCS cell loss 18 h
- CCOC(=O)C/C(C)=N/NC(=O)COc1ccccc1C
    0.9	1080	19.1%	i	-11.4%	2.58	-0.00691	1.42	-1.38	6.0	1.9	0.8	-0.45	1520	26.3%	i	14.1
- C=CCn1c(-c2ccccc2)c[nH]c1=S
    /	/	-21.4%	i	-14.3%	-0.157	-0.212	-0.207	0.202	4.5	2.6	5.4	1.72	1185	-10.5%	i	0.3
- Cc1ccc(NC(=O)CSc2nnc(CCNC(=O)OC(C)(C)C)o2)c(C)c1
    -2.8	1124	6.7%	i	13.8%	-0.537	-0.246	-0.18	0.474	0.9	2.0	3.9	0.84	959	14.8%	i	-5.6
- Cc1cccc(N2CCN(C(=O)CN3CCOc4ccccc43)CC2C)c1 (stereo not given)
    /	/	-12.5%	i	-6.1%	-1.21	-0.238	-0.683	0.533	2.7	3.5	7.9	-1.5	1011	10.8%	i	2.0
- COc1ccc(NC(=S)N(CCCN2CCOCC2)Cc2ccccn2)cc1
    -1.3	963	1.7%	i	0.9%	-0.148	-0.323	-0.0823	0.557	2.0	1.2	1.8	-0.35	1191	0.5%	i	-0.5
- COC(=O)c1cccc(NC(=O)CCc2cc(OC)c(OC)c(OC)c2)c1
    /	/	7.0%	i	5.1%	0.01	0.152	-0.278	-0.464	4.1	3.3	8.6	0.47	1218	7.3%	i	6.5
- O=c1[nH]c2ccccc2nc1C(F)(F)F
    -1.3	1299	1.2%	i	0.4%	-0.733	-0.244	-0.636	1.01	/	/	/	1.1	1510	-3.6%	/	/
- CCCN1C2CCCC1CC(NC(=O)c1ccccc1OCC)C2 (stereo not given)
    -7.0	878	5.4%	i	12.9%	-0.519	-0.231	-0.266	1.72	2.8	1.3	7.2	0.3	1056	0.1%	i	11.9
- COc1cccc(C2/C(=C(\O)c3c(C)nc4c(C)cccn34)C(=O)C(=O)N2CCCN(C)C)c1 (stereo not given)
    -3.8	921	-0.7%	/	-10.2%	/	/	/	/	/	/	/	1.38	1196	/	/	/
- O=C(CSc1nnnn1-c1ccccc1)Nc1ncc2c(n1)CC(c1ccco1)CC2=O (stereo not given)
    -3.4	1258	-4.9%	i	-22.7%	-0.683	1.97	0.0562	-0.204	2.5	3.0	10.6	/	/	-1.8%	i	-6.4
- CCOC(=O)Cn1c(=O)c2c(nc3n2CCS3)n(C)c1=O
    0.5	1121	2.4%	i	-17.9%	0.468	-0.203	0.239	-0.333	1.5	2.2	10.7	0.99	1351	-6.8%	i	7.4
- c1cncc(CSc2ccc(-c3cccs3)nn2)c1
    0.0	1096	-29.2%	i	-26.1%	-0.0926	-0.373	-0.522	0.812	2.2	1.3	1.2	0.62	1362	2.9%	i	1.3
- COCCn1c(=NC(=O)c2ccc(S(=O)(=O)N3CCCc4ccccc43)cc2)sc2cc(S(C)(=O)=O)ccc21
    -1.0	536	9.5%	i	-20.0%	-0.998	-0.308	-0.807	0.693	2.7	2.9	5.3	0.49	1167	1.8%	i	8.8
- Cc1ccc(Cn2nnc3c(=O)[nH]c(C4CCN(S(=O)(=O)c5ccc(C)cc5)CC4)nc32)cc1
    /	/	20.1%	i	22.0%	0.515	-0.134	0.606	-0.29	1.5	0.6	4.8	0.8	962	-2.6%	i	-3.3
- Cc1nc2sc(C(c3ccc(Cl)cc3)N3CCOCC3)c(O)n2n1 (stereo not given)
    -1.6	925	14.4%	i	-14.7%	-0.136	-0.184	0.241	-0.0235	5.2	3.0	7.0	0.3	1573	6.4%	i	4.2
- O=C(NCCc1ccccc1)c1ccc(NC2=NC3CS(=O)(=O)CC3S2)cc1 (stereo not given)
    /	/	6.2%	i	8.8%	2.55	-0.0336	1.86	-0.877	1.6	3.7	8.4	0.97	950	0.9%	i	2.1
- CC(Oc1ccccc1)C(=O)NC1CCN(Cc2ccccc2)CC1 (stereo not given)
    1.4	1048	-17.7%	i	-31.7%	-0.404	-0.187	-0.154	-0.183	2.0	2.3	6.1	0.06	1867	18.6%	i	-7.0
- CCn1c(C)c(C(C)=O)c(N2CCN(C(=O)c3ccco3)CC2)nc1=S
    0.4	833	26.2%	i	-3.0%	-0.747	-0.214	-0.109	0.264	6.6	0.5	66.3	0.38	1218	4.0%	i	4.9
- CCOC(=O)c1c(C)n(C)c2ccc(O)c(CN(C)C)c12
    1.9	1462	5.8%	i	-2.5%	-0.756	-0.207	-0.326	0.451	2.2	1.8	7.2	-0.09	1058	3.7%	i	-5.3
- COc1ccccc1CN1CCN(C(CC(C)C)c2nnnn2Cc2cccs2)CC1 (stereo not given)
    0.7	1091	-26.0%	i	-11.5%	/	/	/	/	/	/	/	0.29	1424	2.8%	/	/
- O=c1c2cc(NC(=S)N3CCCC3)ccc2nc2n1CCCCC2
    -5.3	1145	26.9%	i	-23.7%	-0.882	-0.317	-0.0845	0.921	9.9	3.5	6.5	-1.08	1319	-1.0%	i	8.6
- N#CCCN1CCN(CCC#N)CC1
    -1.9	1153	13.7%	i	3.2%	-0.488	0.0161	-0.0586	0.524	3.8	2.9	2.0	-0.66	1036	-15.3%	i	19.5
- CC(=O)Nc1ccc(S(=O)(=O)NNC(=O)COc2cccc(C)c2)cc1
    -1.3	1338	16.4%	i	5.3%	-0.103	-0.199	0.465	0.177	3.4	1.6	4.9	-0.42	1472	0.2%	i	2.6
- COCCOC(=O)C1=C(C)N(c2ccccc2)C(=S)NC1c1ccccc1C(F)(F)F (stereo not given)
    3.7	1093	-2.4%	i	-47.4%	-0.24	-0.233	-0.518	1.23	2.9	3.0	4.9	-0.32	1195	-2.9%	i	14.1
- c1ccc(CN2CCN(c3nc(-c4ccccc4)nc4ccccc34)CC2)cc1
    -1.1	1052	-11.1%	/	44.0%	0.162	-0.229	0.385	0.0921	3.1	1.8	5.2	0.17	725	14.0%	i	2.8
- CC1Cc2ccccc2N1C(=O)c1ccc2snnc2c1 (stereo not given)
    -5.6	986	-31.0%	i	-39.4%	-0.551	-0.388	-0.339	0.446	3.6	3.2	15.3	0.57	1180	4.2%	i	18.6
- CCOC(=O)/C(C#N)=C1\CC2CCC1(C)C2(C)C (stereo not given)
    -0.6	1108	6.7%	i	-9.3%	0.0386	-0.151	0.157	0.392	3.6	2.8	7.8	0.9	1246	4.0%	i	3.4
- CCOC(=O)N1CCC(C(=O)Nc2ccc(OCC)cc2)CC1
    -4.5	1118	14.6%	i	-6.8%	0.0653	-0.207	0.266	0.302	3.2	3.6	4.2	/	/	1.2%	i	6.9
- CC(=O)OC(c1nc2ccccc2c(=O)n1C1CC2(OC1=O)c1ccccc1N1C(=O)C(C)(C)N(O)C12)C(C)C (stereo not given)
    0.8	1169	-54.3%	i	-5.1%	-0.367	-0.795	0.183	0.159	/	/	/	-0.02	1078	-2.0%	/	/
- O=C(CCC1CCCCC1)Nc1ccccc1O
    /	/	-49.4%	i	-36.9%	-0.0522	-0.234	-0.0733	0.378	3.5	1.8	1.8	-1.02	1267	11.8%	i	4.9
- N#Cc1ccc(OCC(=O)OCC(=O)Nc2cc(C(F)(F)F)ccc2N2CCOCC2)cc1
    0.1	1000	-7.1%	i	-19.8%	-0.784	-0.00214	-0.129	0.863	2.7	4.2	4.2	-0.31	1511	3.4%	i	-2.7
- CCn1cc(Cl)c(C(=O)Nc2cc(C(=O)OC)cc(C(=O)OC)c2)n1
    -3.3	1068	26.3%	i	-32.7%	-0.288	-0.281	0.167	0.287	2.2	2.2	3.5	0.23	1456	5.8%	i	-7.7
- COc1ccc(NC(=O)c2cc3nc(-c4ccccc4)cc(C)n3n2)cc1OC
    -0.7	952	13.9%	i	-16.9%	-0.787	-0.113	-0.533	-1.32	1.6	2.7	6.0	-1.18	1449	2.4%	i	4.8
- COC(=O)CN(C#N)c1nc(NC(C)C)nc(NC(C)C)n1
    -2.4	1150	-1.3%	i	-21.6%	0.732	-0.358	0.0285	-0.692	4.6	0.9	9.8	0.43	1618	-4.2%	i	9.1
- CC(C)CCn1nc(C(=O)Nc2nc3c(s2)CCCC3)c2ccccc2c1=O
    0.9	926	28.8%	i	32.0%	0.215	-0.155	0.00129	0.298	0.8	4.4	12.2	-3.57	1159	9.4%	i	-2.4
- COc1ccc(Oc2nnnn2-c2ccccc2)cc1
    2.0	507	-7.5%	i	-22.1%	1.49	-0.243	0.744	-0.175	2.9	2.5	4.0	/	/	2.4%	i	4.1
- Cc1ccc(N=Nc2c(N)nn(-c3ccccc3)c2N)cc1
    1.6	957	-73.3%	i	-53.8%	-0.0478	-0.26	0.0175	-0.689	10.3*	25.2*	28.8*	/	/	3.2%	i	18.7
- O=c1oc2cc(O)ccc2c2ccccc12
    2.1	1117	-18.9%	i	-24.8%	-0.451	-0.345	0.042	0.632	1.2	0.6	0.7	-0.35	975	4.4%	i	-5.8
- c1coc(C2Nc3ccccc3-c3nc4ccccc4n32)c1 (stereo not given)
    0.6	1168	-67.3%	i	-43.4%	-0.33	-0.163	0.116	0.733	5.1	1.2	3.0	-0.01	968	-0.4%	i	23.2

# A portion of the library; the hit share may differ from the screen's.
